Bioassay records from PubChem BioAssay.
eLon inh = E. coli protease La inhibition; P0A9M0; purified E. coli Lon protease, fluorescence polarization; inhibition, % at 7.94 µM; 360,000 tested, 0.42% active; AID 602123; in the data active = inhibition above about 13%, passing the limit was not always enough;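 also: 0% = enzyme with probe and DMSO and 100% = no enzyme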
MT1-MMP act inh = inhibitors of human MT1-MMP activation. P50281. HT1080 RFP-PRO-GFP cells, GFP/RFP ratio fluorescence, overnight; percent of plate control window, DMSO zero. GFP/RFP ratio change, % at 20 µM. 360,000 tested, 0.061% active;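 active = GFP/RFP ratio change of at least 30% with cell ATP level not reduced by more than half and red fluorescence within 50% of control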; also: strong numbers were not always called active
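Assay system: HT1080 RFP-PRO-GFP cells. Benchmarks: DMSO vehicle wells and RFP-L50D-GFP reporter cell wells. Times: overnight cell settling, then overnight compound exposure, 37 °C, 5% CO2. Compound: 20 µM single dose, 1% DMSO. Read-out basis: GFP/RFP fluorescence ratio.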
PABP1 MLLE inh = inhibitors of microRNA-mediated deadenylation, human PABP1 MLLE binding; GST-MLLE / FITC-PAM2 fluorescence polarization; P11940; AID 588489; inhibition, % at 20 µM; 360,000 tested, 0.36% active; in the data active = inhibition above about 35%, passing the limit was not always enough;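 also: plate controls were DMSO wells with GST-MLLE for no effect and wells lacking GST-MLLE protein for full effect; some results filed as inactive read as strong as hits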
Rin1-Abl PPI inh = inhibitors of human Rin1-Abl protein interaction | P00519+Q13671 | TR-FRET Rin1/Abl binding, biochemical | inhibition, % at 7.35 µM | 360,000 tested, 0.4% active | AID 588664; in the data active = inhibition above about 5%, passing the limit was not always enough
NRP1-CendR mod = alters CendR peptide binding to human NRP-1; O14786; FAM-RPARPAR peptide binding to NRP-1, fluorescence polarization; inhibition, % at 25 µM; 360,000 tested, 0.85% active;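 active = inhibition or corrected inhibition above about 18%, plus a signal ratio from 0.5 to 1.5, limit read from the data, passing the limit was not always enough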; also: strong numbers were not always called active
Target sequence (O14786 whole entry, looked up): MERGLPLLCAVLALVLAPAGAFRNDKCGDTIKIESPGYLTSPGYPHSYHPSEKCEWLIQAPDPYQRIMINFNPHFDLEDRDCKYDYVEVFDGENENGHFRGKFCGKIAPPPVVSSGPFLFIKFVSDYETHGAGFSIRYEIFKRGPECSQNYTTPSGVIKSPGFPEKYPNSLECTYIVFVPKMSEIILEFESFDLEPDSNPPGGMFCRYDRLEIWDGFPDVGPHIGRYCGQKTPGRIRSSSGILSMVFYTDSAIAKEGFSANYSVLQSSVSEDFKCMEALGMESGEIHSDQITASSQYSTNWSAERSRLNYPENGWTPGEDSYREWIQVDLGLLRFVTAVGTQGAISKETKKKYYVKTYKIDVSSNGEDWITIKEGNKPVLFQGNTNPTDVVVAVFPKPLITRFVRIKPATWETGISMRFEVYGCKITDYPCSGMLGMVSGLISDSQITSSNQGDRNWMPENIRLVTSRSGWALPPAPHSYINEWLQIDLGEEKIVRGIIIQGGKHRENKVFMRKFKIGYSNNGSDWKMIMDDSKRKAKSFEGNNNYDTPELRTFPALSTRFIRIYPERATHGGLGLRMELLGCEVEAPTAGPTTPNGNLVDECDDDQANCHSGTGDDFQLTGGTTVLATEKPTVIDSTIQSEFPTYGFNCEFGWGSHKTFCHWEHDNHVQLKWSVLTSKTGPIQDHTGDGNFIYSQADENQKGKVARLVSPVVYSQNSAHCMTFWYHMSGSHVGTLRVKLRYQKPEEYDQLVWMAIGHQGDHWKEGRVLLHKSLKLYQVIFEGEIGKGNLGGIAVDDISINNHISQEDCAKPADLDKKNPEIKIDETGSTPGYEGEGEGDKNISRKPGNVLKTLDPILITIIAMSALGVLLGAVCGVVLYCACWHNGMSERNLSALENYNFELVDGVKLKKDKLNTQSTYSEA
SKN-1 block = blocks SKN-1 activity in C. elegans; C. elegans VP596 Pgst-4::GFP/RFP ratio, acrylamide-induced, 24 h; inhibition, % at 21.8 µM; 360,000 tested, 0.49% active;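 active = interference check ratio from 0.5 to 1.5 plus GFP to RFP signal ratio inhibition reaching or exceeding a fixed threshold, cut at about 30% in these data, passing the limit was not always enough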; also: some compounds called inactive have numbers as strong as hits
FAS-TE inh = blocks the thioesterase domain of human fatty acid synthase | P49327 | recombinant FAS-TE, OMFH fluorogenic substrate, fluorescence endpoint | inhibition, % at 15 µM | 360,000 tested, 0.67% active;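 active = compounds whose normalised, plate-corrected inhibition of enzyme fluorescence in the single-dose primary screen is 50% or more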;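 also: 0% = DMSO with enzyme and 100% = substrate without enzyme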
bovine MsrA act = bovine methionine sulfoxide reductase A activation; purified bovine MsrA, absorbance read-out; activation, % at 10.6 µM; 360,000 tested, 0.3% active; in the data active = activation above about 7.5%;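 also: 0% = vehicle and 100% = reference activator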
Neddyl block = blocks human cullin neddylation; TR-FRET cullin neddylation, biochemical; P61081+Q13564; calls only at 25 µM; AID 651699; 360,000 tested, 0.58% active; in the data active = inhibition above about 36%
* marks the source's active call; other numbers are inactive results; i = inactive; nt = not tested or not shown.

SMILES	eLon inh	MT1-MMP act inh	PABP1 MLLE inh	Rin1-Abl PPI inh	NRP1-CendR mod	SKN-1 block	FAS-TE inh	bovine MsrA act	Neddyl block
Cc1ccc(-c2ocnc2C(=O)Nc2nc(C)cs2)cc1	-1	3	7	-3	6	2	2	-3	nt
CCCCCN1CC(O)=C(c2nc3ccccc3[nH]2)C1=N	-4	9	-11	-5	11	-2	-1	-10	i
CC(=O)CSc1nnc(Cc2ccc([N+](=O)[O-])cc2)o1	-6	1	14	1	-3	4	-8	-2	i
CC(Oc1ccc(Cl)cc1)c1ccnn1S(=O)(=O)c1ccccc1 (configuration not stated)	1	-1	6	0	15	2	25	0	i
CCN(CC)S(=O)(=O)c1ccc(C)c(C(=O)Oc2cccc(-c3cnc4ccccc4n3)c2)c1	-1	-4	6	0	-3	10	36	-9	i
Cc1cc(C)n(-c2ccc(C(=O)OCC(=O)Nc3ccccc3[N+](=O)[O-])cc2)n1	5	-1	-5	-3	14	5	11	-8	i
CCOC(=O)N1CCN(C(=O)c2ccc3c(=O)n(-c4ccccc4F)c(=S)[nH]c3c2)CC1	7	0	5	1	-2	0	-2	-1	i
O=C(NCC1CCCO1)C1CCCN(S(=O)(=O)c2cc(Cl)ccc2Cl)C1 (configuration not stated)	0	7	-6	-1	18	15	-6	-4	i
Cc1ccc(S(=O)(=O)N(CC(=O)NCC2CCCO2)Cc2ccc(F)cc2)cc1 (configuration not stated)	-1	1	-6	-1	5	9	0	-3	i
Cn1c(N)c(C(=O)COC(=O)Cc2ccc(F)cc2)c(=O)n(C)c1=O	0	-2	0	2	0	-4	-10	-2	i
O=C(NCc1ccccc1CN1CCCC1)c1cccc(S(=O)(=O)Nc2ccc(F)cc2)c1	-13	4	-18	6	3	-10	0	-3	i
O=C(CCNC(=O)c1ccc(Cl)cc1)NCC(c1ccco1)N1CCCC1 (configuration not stated)	-7	-1	-8	2	1	-11	-6	-2	i
COc1cc(C(=O)NC2CC2)cc(OC)c1OC	-7	5	nt	nt	-9	0	-4	-1	i
C/C(COc1ccccc1)=N\NC(=O)c1nnn(-c2nonc2N)c1CSc1ccc(C)cc1	-9	1	1	1	-11	15	18	-8	i
COCCn1c(C)cc(C(=O)COC(=O)c2ccc([N+](=O)[O-])o2)c1C	4	-6	-5	0	-26	6	2	2	i
O=C(Nc1ccc(Br)cc1Cl)c1cnccn1	-5	-5	-12	-5	-17	61*	-1	-11	i
CCOC(=O)c1ccccc1NC(=O)c1ccc2c(SCC(=O)O)c3c(nc2c1)CCCC3	-2	2	-11	-5	-63	1	5	-3	i
O=[N+]([O-])c1cccc(S(=O)(=O)c2ccc(NCCOCCO)c([N+](=O)[O-])c2)c1	1	4	-2	0	2	-11	8	-6	i
CCN1CCN(CC(=O)N2N=C(c3cccs3)CC2c2ccc(C)cc2)C(=O)C1=O (configuration not stated)	-4	-4	3	1	0	-8	-1	-4	i
O=C(/C=C/c1ccc(Cl)cc1)Nn1c(-c2cccs2)nc2ccccc2c1=O	-3	-5	0	1	-4	14	2	-4	nt

Single entries from the results shown:
In Rin1-Abl PPI inh, CCCCCN1CC(O)=C(c2nc3ccccc3[nH]2)C1=N has -5
In NRP1-CendR mod, O=[N+]([O-])c1cccc(S(=O)(=O)c2ccc(NCCOCCO)c([N+](=O)[O-])c2)c1 has 2
In eLon inh, O=C(/C=C/c1ccc(Cl)cc1)Nn1c(-c2cccs2)nc2ccccc2c1=O has -3

The list continues.
SMILES	eLon inh	MT1-MMP act inh	PABP1 MLLE inh	Rin1-Abl PPI inh	NRP1-CendR mod	SKN-1 block	FAS-TE inh	bovine MsrA act	Neddyl block
CCC(O)(Cc1ccccn1)Cc1ccccn1	-7	-4	11	-1	6	7	-5	-3	i
O=C(NC(=S)Nc1ccc2c(c1)OCO2)c1ccccc1	0	3	17	-1	5	-8	4	0	i
CS(=O)(=O)N(CC(=O)N1CCCC1)c1cc(C(F)(F)F)ccc1Cl	6	0	0	1	0	12	-3	-6	i
CCOc1ccccc1N1CCN(CC(=O)Nc2nc(C)c(C(=O)N(C)C)s2)CC1	2	2	-2	2	7	0	-6	-4	i
NC(=O)C1CC(=O)N(c2ccc(OCC(=O)Nc3ccc(Cl)cc3)cc2)C1 (configuration not stated)	3	0	1	-5	3	8	-1	-1	i
Cc1cccc(NC(=O)CC23CC4CC(C2)CC(n2nnc(C)n2)(C4)C3)c1	4	-5	-2	-2	-2	2	2	-1	i
C[C@H]1CN([C@@H](C)CO)C(=O)c2cc(-c3cccc(C#N)c3)cnc2O[C@H]1CN(C)C(=O)c1ccccn1	0	-1	6	-1	6	6	-10	-2	i
O=C1CCC[C@@H]2Cc3nc4ccc(Cl)cc4cc3[C@@H]3CCN1[C@H]23	-9	7	-4	-1	-3	3	-11	-2	i
C[C@@H]1CN([C@H](C)CO)C(=O)CCCn2cc(nn2)CO[C@H]1CN(C)S(=O)(=O)c1ccccc1F	-2	4	-2	1	14	9	-12	-3	i
COc1cccc(/C=C(/C(=O)OCC(=O)NCC2CCCO2)c2ccccc2)c1 (configuration not stated)	-8	-1	10	-2	13	10	1	0	i
CC(C)[C@H](NC(=O)c1ccccc1)C(=O)OCC(=O)N1CCCc2ccccc21	-1	-4	1	-3	-5	-3	4	-8	i
O=C(CNC(=O)c1ccc([N+](=O)[O-])cc1)N/N=C/c1c[nH]c2ccccc12	7	2	-5	-1	-2	-5	19	-2	i
Cc1oc(-c2cccc(Cl)c2)nc1CN1CCC(C(=O)N2CCN(c3ccccn3)CC2)CC1	-2	-1	5	-2	-16	2	1	1	i
Cc1ccsc1C(=O)OCC(=O)NCc1ccc(Cl)cc1	-10	4	-7	-1	3	-11	-1	-13	i
COC(=O)CCSc1nc(N2CCOCC2)c2c(c1C#N)CC(C)(C)OC2	-14	0	4	0	-10	3	3	-8	i
COc1ccc(OC)c(S(=O)(=O)N2CCC(C(=O)N3CCCC3)CC2)c1	6	-1	-4	2	12	-6	-5	-2	i
COc1cc(C)ccc1S(=O)(=O)NC(=O)C1(C)CCN1C(=O)COc1ccc(Cl)cc1 (configuration not stated)	6	-5	0	-2	-3	4	-9	-6	i
NS(=O)(=O)c1ccc(CNC(=O)Cc2ccc(S(=O)(=O)N3CCOCC3)s2)cc1	-8	2	-18	-4	3	7	-8	-4	i
Cc1ccc(C(=O)NCCC(=O)NCc2ccco2)cc1	-2	0	5	0	-9	18	-6	-2	i
COc1ccc2[nH]cc(CCNC(=O)Cc3ccc(Cl)cc3)c2c1	-1	2	2	4	4	15	3	-4	i

Shown as a hit in SKN-1 block, of those listed so far:
structure | eLon inh | MT1-MMP act inh | PABP1 MLLE inh | Rin1-Abl PPI inh | NRP1-CendR mod | SKN-1 block | bovine MsrA act | Neddyl block
O=C(Nc1ccc(Br)cc1Cl)c1cnccn1 | -5 | -5 | -12 | -5 | -17 | 61* | -11 | i

Continuation:
SMILES	eLon inh	MT1-MMP act inh	PABP1 MLLE inh	Rin1-Abl PPI inh	NRP1-CendR mod	SKN-1 block	FAS-TE inh	bovine MsrA act	Neddyl block
O=C(c1ccc(Cl)cc1)N1CCC(c2nc(-c3cccs3)no2)CC1	6	1	11	-1	-14	30	5	-3	i
O=C(C(Cl)Cl)N1CCN(Cc2ccc3c(c2)OCO3)CC1	-7	1	4	6.9*	-6	5	-6	-3	i
Cc1cc(=O)oc2cc(OCC(=O)Nc3nnc(CC(C)C)s3)ccc12	3	6	-3	-2	-14	25	-2	-1	i
O=C(NN=C1CCCCCC1)c1cccnc1	4	-1	-1	-2	-3	3	-3	-3	i
O=C1CC(/C=C/c2ccccc2)(C(=O)NC2CCCC2)N1c1ccc(S(=O)(=O)N2CCCC2)cc1 (configuration not stated)	-6	-6	5	-3	-2	-2	75*	-5	i
O=C(NCc1ccc(Cl)cc1)c1ccc(OCC2CCCO2)cc1 (configuration not stated)	1	10	-40	2	6	23	-3	-1	i
CCn1c(=S)[nH]c2scc(-c3cccs3)c2c1=O	7	1	-4	-1	-15	-7	-5	5	i
O=C(COC(=O)c1cc(Br)ccc1O)c1ccc(F)cc1	-5	-3	1	2	-3	17	1	-2	i
CC1CCN(CCNC(=O)C2CCCN(c3ncnc4c3nc3n4CCCCC3)C2)CC1 (configuration not stated)	-1	-1	0	-3	-8	-3	-4	-2	i
CC(C)(C#N)NC(=O)c1ccco1	3	0	-10	1	4	4	-7	2	i
COc1ccc(-n2c(C)cc(C(=O)NC3CCCCC3)c2C)cc1	7	-3	-14	0	-14	10	5	-1	i
CC1(C)Cc2c(c(N3CCOCC3)nc3sc(C(=O)Nc4ccc(Cl)cc4)c(N)c23)CO1	6	0	18	3	2	14	-12	-3	i
Cc1ccc(S(=O)(=O)CCc2nnc(NC(=O)c3ccco3)s2)cc1	4	-1	-4	3	-5	9	-2	-3	i
O=c1nccc(NCc2ccco2)[nH]1	-2	2	-3	4	-2	-1	-9	-1	i
CCOc1cc(CN2CCN(C(=O)c3cccc4ccccc34)CC2)ccc1OC	-3	2	-12	0	8	8	0	-3	i
Cc1ccc(NC(=O)c2sc(Cl)nc2-c2ccccc2)cc1C	-3	0	15	1	11	3	18	2	i
CCOc1ccc(OCC)c(NC(=O)CSc2nc3cccnc3n2C)c1	-3	1	12	3	-4	-3	4	-8	i
COc1ccc(OCC(=O)Nc2ccc3c(c2)nc(CCN2CCN(c4ccccn4)CC2)n3C)cc1	0	2	16	4	-1	20	-5	-2	i
COc1ccc2[nH]c(=O)c(CN(Cc3ccccc3OC)Cc3nnnn3CC3CCCO3)cc2c1 (configuration not stated)	3	1	5	-1	2	7	-4	-3	i
COc1ccccc1-c1cc(NC=O)c2ncc(-c3ccc(F)cc3)n2c1	-17	-15	-8	0	-12	6	18	0	i
Cc1ccc(C)c(-n2c(SCC(=O)Nc3nnc(C)s3)nnc2-c2ccoc2C)c1	-7	-2	-7	-2	0	2	4	-3	i
COc1ccccc1NC(=O)C(C)OC(=O)CCCOc1ccccc1 (configuration not stated)	-9	nt	3	6	12	-10	9	-13	i
Cc1cccc(C)c1Nc1nnc(SC(C)C(=O)Nc2c(C)n(C)n(-c3ccccc3)c2=O)s1 (configuration not stated)	-3	-1	9	2	4	-2	-1	-4	i
CCCOc1ccc(C(=O)NC(C)C(=O)O)cc1 (configuration not stated)	-5	-1	-9	2	0	7	-9	0	i
Cc1cc(NC(=O)CSc2nc(C3CC3)nc3sc(C)c(C)c23)no1	-5	-4	10	1	-4	5	-5	-2	i
O=C(COc1ccc(Br)cc1)Nc1ccccc1C(=O)NC1CC1	-11	3	6	0	6	-3	5	-5	i
COc1ccc(-c2nc(CN3CCN(Cc4ccccc4)CC3)c(C)o2)cc1	-9	-3	14	-2	13	-11	-2	-4	i
Cc1noc(C)c1CN(C(=S)NC1CC1)c1ccccc1	-1	1	0	-4	0	5	-5	-2	i
CCCc1cc(=O)[nH]c(SCC(=O)NC(=O)c2ccccc2)n1	-1	2	7	1	3	8	-6	-7	i
COc1ccc(NC(=O)Nc2ccc3[nH]ccc3c2)cc1	-5	1	16	-3	7	30	-6	0	i
COC(=O)[C@]12CCCCC=C1N(Cc1ccccc1)C(=O)[C@H](CC(=O)NCc1cccc3ccccc13)C2	-1	2	nt	nt	-4	0	13	-9	i
Cc1ccc2nc(-c3ccc(O)c(O)c3)cn2c1	9	0	4	4	-5	-4	-3	-7	i
O=C(Nc1ccc(OC(F)F)cc1)c1ccccn1	-7	0	-8	-1	10	7	-2	-4	i

3 compounds already listed, sorted by the number in eLon inh, low to high.
| SMILES | eLon inh |
| --- | --- |
| Cc1cc(NC(=O)CSc2nc(C3CC3)nc3sc(C)c(C)c23)no1 | -5 |
| Cc1ccc(NC(=O)c2sc(Cl)nc2-c2ccccc2)cc1C | -3 |
| CC(Oc1ccc(Cl)cc1)c1ccnn1S(=O)(=O)c1ccccc1 (configuration not stated) | 1 |

Hits appear at their usual frequency. About 4% of those tested had a hit in this group.
